esBAF inh – Bmi1 luciferase reporter increase in mESCs, primary screen, esBAF inhibitor project, mouse ES cells, Bmi1 luciferase knock-in, single point; 24 h; 100% = twice the neutral-well signal; reporter increase, % at 12.5 µM; 2% of 350,000 active; AID 602393, 2012; in the data active = activation above about 40%;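 also: 0% = median of the plate's neutral control wells and 100% = double that signal; a rise in the Bmi1 reporter signal indicates esBAF inhibition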
SIRT5 block – SIRT5 desuccinylase inhibitors, primary screen, biochemical, fluorescence imaging, single point, set 5. AID 652115, 2013. inhibition, % at 15 µM. Purified SirT5, succinyl-peptide AMC, trypsin-coupled fluorescence. 1.1% of 330,000 active. NAD-dependent protein deacylase sirtuin-5, mitochondrial (Homo sapiens), Q9NXA8; in the data active = inhibition above about 15%
Target sequence (Q9NXA8 whole entry, looked up): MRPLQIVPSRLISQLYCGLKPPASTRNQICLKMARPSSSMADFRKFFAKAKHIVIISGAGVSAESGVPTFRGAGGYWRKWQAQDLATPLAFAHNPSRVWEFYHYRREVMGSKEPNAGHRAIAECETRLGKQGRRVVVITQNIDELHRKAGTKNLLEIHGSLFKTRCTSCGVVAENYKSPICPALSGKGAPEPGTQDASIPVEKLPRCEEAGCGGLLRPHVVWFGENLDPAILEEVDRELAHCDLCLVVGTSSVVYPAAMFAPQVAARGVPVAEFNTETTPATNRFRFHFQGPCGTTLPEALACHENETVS
S100A4 inh HTS – inhibitors of S100A4-myosin IIA peptide binding, primary screen, biochemical, fluorescence polarization, TAMRA-MyoIIA peptide; Protein S100-A4 (Homo sapiens), P26447; inhibition, % at 10.7 µM; 0.14% of 360,000 active;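 active = mean inhibition of at least 70% across replicates, with every replicate also reaching that level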
Target sequence (P26447 whole entry, looked up): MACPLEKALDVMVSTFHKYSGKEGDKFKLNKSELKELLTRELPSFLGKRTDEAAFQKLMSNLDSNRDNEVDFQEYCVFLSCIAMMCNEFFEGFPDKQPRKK
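Material: S100A4 monomer (human). Medium: Calcium-containing HEPES buffer, pH 7.2. Probe or stimulus: labelled myosin peptide probe, 5 nM. Compound dosing: one concentration per compound. Timing: polarization read 5 min after assay mix addition, stable 5–60 min. Benchmarks: DMSO as neutral control, TFP as positive control.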
C2C12 statin – suppressors of statin myotoxicity in C2C12 myotubes, primary screen, cell-based, single point, plate reader; C2C12 myotubes + simvastatin, ATP luminescence, 48 h; scaled: DMSO 0, geranylgeraniol control 100; rescue of ATP level, % at 7.49 µM; 0.78% of 330,000 active;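 active = mean ATP rescue above about 67%, or every replicate alone reaching that limit, limit read from the data, passing the limit was not always enough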;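 also: myotubes were challenged with 10 µM simvastatin during compound exposure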
LGR2 antag – inhibitors of bursicon-induced LGR2 CRE-luciferase signal, primary screen, cell-based, HEK293, CRE-luciferase reporter, bursicon stimulation; inhibition, % at 9.99 µM; 0.35% of 380,000 active; AID 720647, 2013; Drosophila bursicon receptor LGR2 (rickets); bursicon-stimulated, 4 h;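 active = drop in luminescence signal, shown as inhibition above about 50% in the replicate tests, limit read from the data, passing the limit was not always enough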;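 also: agonist challenge used bursicon conditioned medium at about half maximal strength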
Casp6 inh – human caspase-6 inhibitors, primary screen, biochemical, VEID-R110 fluorescence, single point, set 2. purified caspase-6, Z-VEID-R110 cleavage fluorescence. inhibition, % at 12.5 µM. 0.53% of 350,000 active. AID 686996, 2013;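 active = mean inhibition across replicates at least about 35%, with every replicate also reaching that limit, limit read from the data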;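 also: 0% = median of neutral control wells and 100% = no fluorescence left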
Target sequence (P55212 24-179 limits assumed): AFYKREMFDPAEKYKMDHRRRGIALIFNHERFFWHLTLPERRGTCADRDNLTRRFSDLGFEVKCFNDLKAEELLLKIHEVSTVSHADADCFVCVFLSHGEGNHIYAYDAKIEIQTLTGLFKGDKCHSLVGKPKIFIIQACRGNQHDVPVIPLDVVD
Target sequence (P55212 194-293 limits assumed): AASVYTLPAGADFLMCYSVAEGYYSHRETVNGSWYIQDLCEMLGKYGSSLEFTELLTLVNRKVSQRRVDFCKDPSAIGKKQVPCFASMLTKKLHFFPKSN
FN deposit inh – inhibitors of fibronectin matrix deposition, primary screen, AH1F cells, Alexa488-fibronectin fluorescence, plate reader. AH1F fibroblasts, overnight. inhibition, % at 12.6 µM. 0.086% of 350,000 active. AID 743247, 2014;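 active = mean inhibition across replicates of 30% or more, regardless of how many single replicates reach that level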;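 also: positive control wells lacked labelled fibronectin entirely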
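Material: AH1F fibroblast monolayer depositing Alexa488-labelled fibronectin into matrix | Input: 10000 AH1F cells/well | Medium: DMEM plus 2% serum, read in PBS | Reagent: Alexa488-fibronectin, 24 nM final in well | Compound dosing: One dose per compound, pinned | Schedule: 1 h adhesion, overnight exposure | Measured by: Fluorescence at 485 nm excitation, 525 nm emission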
* marks the source's active call; other numbers are inactive results; & = joins results of further samples.

`COC(=O)c1cc2c(c3c4cc(C)ccc4n(S(=O)(=O)c4ccc(C)cc4)c13)C(=O)N(Cc1ccccc1)C2` gave S100A4 inh HTS -5, LGR2 antag -6, Casp6 inh 0 and FN deposit inh 0.
For COc1ccc(OC(C)C(=O)Nc2cccc([N+](=O)[O-])c2)cc1 (configuration not stated) the results were esBAF inh -10, C2C12 statin -2, LGR2 antag 4 and FN deposit inh -7.
Screening COc1cccc(CNC(=O)[C@@H]2CCCN2C(=O)[C@H]2CCCCN2C(=O)c2ccccc2)c1 returned SIRT5 block -5, S100A4 inh HTS -2, LGR2 antag -6, Casp6 inh 0 and FN deposit inh 3.
Screening CCN(CC)C(=O)C1=C(C)N(CCCOC)C(=O)C(CC(=O)NCc2ccco2)C1 (configuration not stated) returned esBAF inh 0, SIRT5 block -1, S100A4 inh HTS 3, C2C12 statin 6, LGR2 antag 17, Casp6 inh 0 and FN deposit inh 0.
For CCCN1C[C@@H](C)[C@@H](OC)CN(C)C(=O)c2cc(NC(=O)c3ccccc3)ccc2OC[C@H]1C the results were esBAF inh 1, SIRT5 block -3, S100A4 inh HTS 1, C2C12 statin 7, LGR2 antag -8, Casp6 inh -8 and FN deposit inh -18.
C[C@@H]1CCCCO[C@@H](CN(C)C(=O)Nc2ccc(F)cc2)[C@H](C)CN([C@@H](C)CO)C(=O)c2cc(NC(=O)Cc3ccccc3)ccc2O1 was read as esBAF inh -5, SIRT5 block 8, S100A4 inh HTS -8, C2C12 statin 49, LGR2 antag -7 and Casp6 inh -1.
For O=C(C[C@H]1CC[C@H](NC(=O)Cc2cccnc2)[C@H](CO)O1)Nc1ccccc1 the results were SIRT5 block 0, S100A4 inh HTS -53, LGR2 antag -22 and Casp6 inh -2.
For COc1ccc(Nc2nc(N)nc(CCl)n2)cc1 the results were S100A4 inh HTS -3, LGR2 antag -32, Casp6 inh -3 and FN deposit inh 1.
O=C(CSc1nc(=O)n2ccccc2n1)N1CCCCCC1 was read as SIRT5 block -2, S100A4 inh HTS -27, LGR2 antag -1, Casp6 inh -2 and FN deposit inh 6.
For CCOc1ccccc1NC(=O)C(CC(C)C)NC(=O)C1CCCCC1 (configuration not stated) the results were esBAF inh 4, C2C12 statin 3 and FN deposit inh 0.

An excerpt from further up:
`COC(=O)c1cc2c(c3c4cc(C)ccc4n(S(=O)(=O)c4ccc(C)cc4)c13)C(=O)N(Cc1ccccc1)C2` gave S100A4 inh HTS -5, LGR2 antag -6, Casp6 inh 0 and FN deposit inh 0.
For COc1ccc(OC(C)C(=O)Nc2cccc([N+](=O)[O-])c2)cc1 (configuration not stated) the results were esBAF inh -10, C2C12 statin -2, LGR2 antag 4 and FN deposit inh -7.
Screening COc1cccc(CNC(=O)[C@@H]2CCCN2C(=O)[C@H]2CCCCN2C(=O)c2ccccc2)c1 returned SIRT5 block -5, S100A4 inh HTS -2, LGR2 antag -6, Casp6 inh 0 and FN deposit inh 3.
Screening CCN(CC)C(=O)C1=C(C)N(CCCOC)C(=O)C(CC(=O)NCc2ccco2)C1 (configuration not stated) returned esBAF inh 0, SIRT5 block -1, S100A4 inh HTS 3, C2C12 statin 6, LGR2 antag 17, Casp6 inh 0 and FN deposit inh 0.
For CCCN1C[C@@H](C)[C@@H](OC)CN(C)C(=O)c2cc(NC(=O)c3ccccc3)ccc2OC[C@H]1C the results were esBAF inh 1, SIRT5 block -3, S100A4 inh HTS 1, C2C12 statin 7, LGR2 antag -8, Casp6 inh -8 and FN deposit inh -18.
C[C@@H]1CCCCO[C@@H](CN(C)C(=O)Nc2ccc(F)cc2)[C@H](C)CN([C@@H](C)CO)C(=O)c2cc(NC(=O)Cc3ccccc3)ccc2O1 was read as esBAF inh -5, SIRT5 block 8, S100A4 inh HTS -8, C2C12 statin 49, LGR2 antag -7 and Casp6 inh -1.

Going on with the list:
For COc1ccc(NC(=O)C(=O)NCCN2CCN(C(=O)c3ccc(C(C)(C)C)cc3)CC2)cc1 the results were esBAF inh 1, SIRT5 block -1, S100A4 inh HTS -5, C2C12 statin -4, LGR2 antag -1, Casp6 inh -2 and FN deposit inh 6.
`CCC(=O)Nc1ccc2c(c1)C(=O)N(C)C[C@@H](OC)[C@@H](C)CN(C(=O)NC(C)C)[C@@H](C)CO2` gave esBAF inh 0, SIRT5 block -4, S100A4 inh HTS 2, C2C12 statin 0, LGR2 antag 0, Casp6 inh 0 and FN deposit inh 2.
For C[C@@H]1CN([C@H](C)CO)S(=O)(=O)c2ccc(C#CC3CCCC3)cc2O[C@H]1CN(C)Cc1cccnc1 the results were esBAF inh -1, SIRT5 block 17*, S100A4 inh HTS 6, C2C12 statin -148, LGR2 antag 14, Casp6 inh -2 and FN deposit inh -13.
O=C(NCC[C@H]1CC[C@@H](NC(=O)Nc2cc(F)ccc2F)[C@@H](CO)O1)Nc1ccc(F)cc1 was read as esBAF inh 0, SIRT5 block -7, S100A4 inh HTS 17, C2C12 statin 2, LGR2 antag -15 and Casp6 inh -87.
`COC(=O)Nc1ccc(Cn2cc(C(F)(F)F)ccc2=O)cc1` gave SIRT5 block 17*, S100A4 inh HTS 1, LGR2 antag 0, Casp6 inh -2 and FN deposit inh 5.
For CC(=O)c1ccc(C(=O)N2CCC(n3nccc3NC(=O)C3CC3)CC2)cc1 the results were esBAF inh 0, SIRT5 block -1, S100A4 inh HTS -3, C2C12 statin -3, LGR2 antag 9, Casp6 inh -1 and FN deposit inh 3.
`COc1ccc(CCNC(=O)CCCn2ncn3c(cc4occc43)c2=O)c(OC)c1` gave esBAF inh 1, SIRT5 block -3, S100A4 inh HTS -8, C2C12 statin -11, LGR2 antag -8, Casp6 inh 4 and FN deposit inh 1.
`COc1cc(CNCc2ccccn2)ccc1OCc1ccc(Cl)cc1Cl` gave esBAF inh 4, C2C12 statin 13 and LGR2 antag 1.
CCc1nc2ccc(C(=O)NCc3ccccc3OC)cn2c1N(CC)CCOC was read as esBAF inh -1, SIRT5 block 1, S100A4 inh HTS -3, C2C12 statin -22, LGR2 antag -14, Casp6 inh -4 and FN deposit inh 4.
Screening Cn1cc(C(=O)N/N=C/C=C/c2ccccc2)ccc1=O returned esBAF inh -14, C2C12 statin 9, LGR2 antag 2 and FN deposit inh 1.
For COc1cccc(C2c3[nH]c4ccccc4c3C[C@H]3C(=O)N(c4ccccc4C(=O)N4CCCC4C(=O)O)C(=O)N23)c1 (some centres not stated) the results were esBAF inh -3, SIRT5 block 2, S100A4 inh HTS 0, C2C12 statin 1, LGR2 antag -27 and Casp6 inh 0.
C[C@H](CO)N1C[C@H](C)[C@@H](CN(C)S(=O)(=O)c2ccc3c(c2)OCCCO3)OCc2cnnn2CCCC1=O was read as esBAF inh 8&6, SIRT5 block -6&-1, S100A4 inh HTS 5&-2, C2C12 statin 12&1, LGR2 antag -14, Casp6 inh 1&-1 and FN deposit inh 0&8.
Screening CCCCCCc1nc(-c2ccc(OC)nc2)c(C)c2c1[Si](C(C)C)(C(C)C)OC2 returned SIRT5 block 0, S100A4 inh HTS 0 and Casp6 inh -4.
Screening Cc1ccc(CN2CCN(CC(=O)NCc3ccccc3)CC2)cc1 returned esBAF inh -2, SIRT5 block 3, S100A4 inh HTS 1, C2C12 statin -1, LGR2 antag -15, Casp6 inh 1 and FN deposit inh -8.
O=C(c1ccccn1)N1C[C@H]2[C@@H](c3ccccc31)[C@H](CO)N2C(=O)Nc1ccccc1F was read as esBAF inh 2, SIRT5 block 0, S100A4 inh HTS -7, C2C12 statin -12, LGR2 antag 6, Casp6 inh 0 and FN deposit inh -2.
`Cc1cccc(C(=O)O/N=C/c2ccc(Br)cc2)c1` gave SIRT5 block -3, S100A4 inh HTS -3, LGR2 antag -79, Casp6 inh 2 and FN deposit inh 3.
For O=C(CC1CCCC1)NNC(=O)c1ccc(Br)cc1 the results were esBAF inh 18, SIRT5 block 11, S100A4 inh HTS -5, C2C12 statin -1, LGR2 antag -17, Casp6 inh -1 and FN deposit inh 3.
For COc1ccc(Cc2n[nH]c(=S)o2)cc1 the results were SIRT5 block 1, S100A4 inh HTS -3, LGR2 antag -2, Casp6 inh 3 and FN deposit inh -1.
Screening Cc1cc(C)n(C(=O)c2ccc(Cl)c(F)c2F)n1 returned SIRT5 block -5, S100A4 inh HTS 5, LGR2 antag -7, Casp6 inh 2 and FN deposit inh -14.
Screening CCN(CC)S(=O)(=O)c1ccc(Cl)c(NC(=O)COc2ccc(OC)cc2[N+](=O)[O-])c1 returned esBAF inh -5, C2C12 statin 2, LGR2 antag -4 and FN deposit inh 5.
`CCOC(=O)c1sc(NC(=O)CSc2nnc(C(C)C)n2C)nc1C` gave esBAF inh 10, C2C12 statin -4 and FN deposit inh -4.
Screening O=C(NCCCN1CCOCC1)c1ccc(Cl)cc1[N+](=O)[O-] returned SIRT5 block -7, S100A4 inh HTS 3, LGR2 antag 16, Casp6 inh 0 and FN deposit inh 8.
Cc1csc(NC(=O)c2sccc2C)n1 was read as esBAF inh 2, SIRT5 block -3, S100A4 inh HTS -6, C2C12 statin -32, LGR2 antag -38, Casp6 inh -4 and FN deposit inh 0.
`O=C1CCN(Cc2ccccc2)S(=O)(=O)c2ccc(F)cc21` gave esBAF inh 2, S100A4 inh HTS 9, C2C12 statin -21, LGR2 antag -6 and FN deposit inh 5.
CC(C)NC(=O)Nc1ccc2c(c1)C(=O)N([C@@H](C)CO)C[C@H](C)[C@H](CN(C)Cc1ccc3c(c1)OCO3)O2 was read as esBAF inh -2, SIRT5 block -7, S100A4 inh HTS 8, C2C12 statin 1, LGR2 antag -11, Casp6 inh -1 and FN deposit inh 8.
Screening Cc1ccc(S(=O)(=O)NC(=O)N2CCCC2)cc1 returned esBAF inh 2, SIRT5 block -1, S100A4 inh HTS 4, C2C12 statin 4, LGR2 antag 38, Casp6 inh -3 and FN deposit inh -8.
Cc1ccc(NC(=O)CN(C)C(=O)C2CC(=O)N(Cc3ccccc3)C2)cc1 (configuration not stated) was read as esBAF inh -2, SIRT5 block -4, S100A4 inh HTS 1, C2C12 statin 14, LGR2 antag 4, Casp6 inh 0 and FN deposit inh -11.
COCCCNC(=O)CN(CCc1ccccc1)S(=O)(=O)c1ccc(OC)cc1 was read as SIRT5 block 1, S100A4 inh HTS -4, LGR2 antag 19, Casp6 inh 0 and FN deposit inh 2.
O=C(O)CSc1nnc(COc2cccc3cccnc23)n1-c1ccc(Cl)cc1 was read as SIRT5 block 3, S100A4 inh HTS 4, LGR2 antag 17, Casp6 inh 3 and FN deposit inh 3.
Screening Cc1ccc(-c2nc(CS(=O)(=O)CC(=O)NCCCN3CCOCC3)c(C)o2)cc1 returned esBAF inh -3, SIRT5 block 2, S100A4 inh HTS -1, C2C12 statin -10, LGR2 antag 2, Casp6 inh 3 and FN deposit inh 16.
Screening COc1ccc(S(=O)(=O)NC(=O)C2(C)CCN2C(=O)c2c(C)noc2C)cc1 (configuration not stated) returned esBAF inh -7, SIRT5 block -1, S100A4 inh HTS 0, C2C12 statin 4, LGR2 antag -1, Casp6 inh 5 and FN deposit inh -4.
For C[C@@H]1CN([C@@H](C)CO)C(=O)c2cc(NC(=O)Nc3ccc(C(F)(F)F)cc3)ccc2O[C@@H](C)CCCCO[C@@H]1CN(C)S(=O)(=O)c1ccccc1 the results were esBAF inh 1, SIRT5 block -3, S100A4 inh HTS 8, LGR2 antag 7, Casp6 inh 1 and FN deposit inh 4.
For O=C(C1CC1)N1CCc2cc(S(=O)(=O)N(CCO)Cc3ccccc3)ccc21 the results were esBAF inh 1, C2C12 statin -14 and LGR2 antag -16.

Not all compounds are listed; count on the stated rates, not on these rows.
